S3 lipid droplet: qHTS Assay for Lipid Storage Modulators in Drosophila S3 Cells | Drosophila S3 cells, BODIPY lipid droplet fluorescence, 18-24 h; cells fed with added oleic acid | Potency in µM for hits, for the others lipid storage change, negative = inhibition, % at the top dose, mostly 46.1 µM | actives 0.64% (n = 320,000) | AID 2685, 2010; active = well fitted inhibition curve with a large enough effect in the signal ratio, with a control signal flat, not every such curve was filed as active; inconclusive = small, poorly fitted or top-dose-only effect, or effect the other way, or a change in a side signal; the % refers to the signal ratio
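Drosophila S3 cells loaded with oleic acid (400 uM, as added) and compounds at several concentrations; lipid droplets imaged by 488-nm laser-scanning cytometry, 500–530 nm intensity and object ratio to cell channel. Percent activity normalized to 20 uM Triacsin C.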
S3 lipid droplet cell count max: second read-out of S3 lipid droplet, no call of its own (marks repeat the call); cell number change, %; measured here: cell count max response;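 cells counted by Cell Tracker Red CMTPX staining in the red channel; peak over a dose series mostly up to 46.1 µM; percent activity relative to internal control wells on each plate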
* = called active by the depositor; i = inactive; u = inconclusive; x = no result given; [ ] = remark or other dose. % is set by controls: 0 for no effect and ±100 for the full control effect; potency is the fitted concentration of half-maximal effect. These rows are one share of the data (hit frequency here may not be typical).

canonical_smiles,S3 lipid droplet cell count max,S3 lipid droplet
O=C(NC1CCS(=O)(=O)C1)c1cnccn1 (stereo not given),x,u
O=C(Oc1coc(CSc2ncccn2)cc1=O)c1cccc([N+](=O)[O-])c1,-9,-9%
CCOC(=O)c1cnc(SC2CC(=O)N(c3cccc(OC)c3)C2=O)nc1N (stereo not given),2,12%
Cc1ccc(-c2nc3ccccn3c2NC(=O)c2ccco2)cc1,20,9%
Cc1ccsc1/C=N/Nc1ncnc2nc[nH]c12,x,0%
O=C(O)C(Cc1ccccc1)N1C(=O)/C(=C/c2cccnc2)SC1=S (stereo not given),8,7%
COc1cc(OC)c(/C=C2\C(=O)Nc3ccccc32)c(OC)c1,x,u
COc1cc(OC)cc(C(=O)NC(C)c2cnn(-c3ccccc3C)c2C)c1 (stereo not given),x,-12%
COc1cc(C(CCN2CCCCC2)c2c(OC)cc(OC)c3c(-c4ccccc4)cc(=O)oc23)cc(OC)c1OC (stereo not given),x,u
Cc1ccc(-c2nc(CS(=O)CC(=O)NCc3ccc(F)cc3)c(C)o2)cc1 (stereo not given),-7,i

More compounds:
canonical_smiles,S3 lipid droplet cell count max,S3 lipid droplet
N#Cc1sc(NCc2ccccn2)nc1Cl,9,0%
CC(C)CCN1C(=O)CCC1(C)C(=O)NC1CCCCCCC1 (stereo not given),x,u
O=C(CCc1ccccn1)N1CCCC(CNS(=O)(=O)c2cccs2)C1 (stereo not given),-10,10%
O=C(COc1cccc(C(F)(F)F)c1)Nc1ccc(S(=O)(=O)N2CCCC2)cc1,x,u
CCN(CC(=O)Nc1ccc2c(c1)OCCO2)C(=O)CC(NC(C)=O)c1ccccc1 (stereo not given),-17,-4%
O=C(CS(=O)(=O)Cc1ccccc1)N1CCN(C(=O)c2ccco2)CC1,x,u
O=C(NNC1=Nc2ccccc2SC1)c1ccccc1F,11,1%
CC(C)N1CCC(N2CCN(C3CCCC3)CC2CCO)CC1 (stereo not given),-5,-12%
Cc1ccc(-n2nc3c(c2NC(=O)c2ccco2)CS(=O)(=O)C3)cc1,6,i
O=S(=O)(c1ccc(Cl)cc1)N1CCN(Cc2c[nH]c3ccccc23)CC1,x,u

(further entries)
canonical_smiles,S3 lipid droplet cell count max,S3 lipid droplet
O=C1CSc2ccc(S(=O)(=O)N3CCN(c4ccccc4)CC3)cc2N1,-8,i
CCOC(=O)C(NC(C)=O)C(=O)O (stereo not given),-8,0%
O=C(CN1C(=O)NC2(CCCCCC2)C1=O)c1ccc(Cl)s1,x,u
CSc1ccccc1NC(=O)CN(c1cc(C)cc(C)c1)S(C)(=O)=O,x,i
CCOC(=O)N1CCN(C(=O)C(NC(=O)C2CCC(C)CC2)C(C)C)CC1 (stereo not given),-9,-2%
CCCc1cc(=O)[nH]c(SCC(=O)Nc2cccc3ccccc23)n1,x,u
O=c1c2ccccc2[nH]c(=S)n1CCCN1CCN(C2CCCCC2)CC1,x,u
CCn1c(=O)c2ccccc2n(CC(=O)NC2CCCCC2)c1=O,x,u
CCOC(=O)c1c(C)[nH]c(C)c1S(=O)(=O)N(C)CC(=O)NCc1ccc(C)cc1,x,u
Cc1cc(C(=O)Cn2cnc3ccccc3c2=O)c(C)n1C1CC1,14,29%

Quoted at random: 6 entries already listed, in no set order.
canonical_smiles,S3 lipid droplet cell count max,S3 lipid droplet
O=c1c2ccccc2[nH]c(=S)n1CCCN1CCN(C2CCCCC2)CC1,x,u
CCOC(=O)C(NC(C)=O)C(=O)O (stereo not given),-8,0%
Cc1cc(C(=O)Cn2cnc3ccccc3c2=O)c(C)n1C1CC1,14,29%
CCn1c(=O)c2ccccc2n(CC(=O)NC2CCCCC2)c1=O,x,u
CCCc1cc(=O)[nH]c(SCC(=O)Nc2cccc3ccccc23)n1,x,u
O=C(CN1C(=O)NC2(CCCCCC2)C1=O)c1ccc(Cl)s1,x,u

Remaining list, next part.
canonical_smiles,S3 lipid droplet cell count max,S3 lipid droplet
COc1ccccc1/C=C1\SC(=S)N(CCC(=O)Nc2cc(C)on2)C1=O,28,i
NNC(=O)CCN1CCCCC1,x,u
COc1ccc(S(=O)(=O)NC2CC3CCC2C3)cc1Cl (stereo not given),-6,14%
O=C(O)Cn1nnc(-c2cccs2)n1,6,-8%
Cc1ccc(-n2nc3c(=O)n(CCCC(=O)NC4CCC(C)CC4)nc(C)c3c2C)cc1 (stereo not given),x,i
CCN(CC)c1ccc(NC(=S)Nc2ccc(F)cc2)cc1,-1,-3%
Cc1ccc(-c2nn(-c3ccccc3)cc2C(=O)NCC2CCCO2)cc1 (stereo not given),x,u
Cc1cc(NC(=O)CSc2nc(-c3ccccc3Cl)nc3c2c(=O)n(C)c(=O)n3C)no1,x,u
Cc1ccc(N=Nc2c(N)[nH]n3c(=O)cc(C)nc23)cc1,x,u
Cc1ccc(NC(=O)CN(C)C(=O)Cc2ccccc2F)cc1,x,u

The list continues.
canonical_smiles,S3 lipid droplet cell count max,S3 lipid droplet
CCOC(=O)c1ccc(NC(=O)Cn2nnc(-c3ccccc3)n2)cc1,x,u
O=C(CN1C(=O)/C(=C/c2ccccc2)SC1=S)NC1C=CS(=O)(=O)C1 (stereo not given),x,u
CCCc1n[nH]c(=O)[nH]1,x,-6%
CCOC(=O)c1cn[nH]c1NC(=S)Nc1ccc(Cl)cc1,-16,-9%
OCC[C@H]1C[C@H](O)[C@@H](O)[C@]2(Cc3ccccc3CO2)O1,x,u
O=C(Cn1cccc1C(=O)c1ccccc1)NCCCN1CCc2ccccc2C1,-7,10%
O=C(COc1ccccc1)NNC(=O)c1cccs1,x,u
CCOC(=O)C1C(c2cccc([N+](=O)[O-])c2)C2C(=O)NN=C2CC1(C)O (stereo not given),16,2%
CS(=O)(=O)N(CC(=O)NC1CC1)c1cccc(F)c1,-10,5%
COc1cc(CCC(C)=O)ccc1OC(=O)c1c(F)cccc1Cl,9,14%

Following part
canonical_smiles,S3 lipid droplet cell count max,S3 lipid droplet
CC(C(=O)N(C)C1CCS(=O)(=O)C1)N1C(=O)/C(=C/c2cccs2)SC1=S (stereo not given),x,u
O=C(Cn1cnc2c(nnn2Cc2ccccc2)c1=O)N1CCN(c2ccccc2)CC1,x,u
COc1ccc(-c2nc3ccccn3c2Cl)cc1,4,9%
CSc1nc(N2CCN(c3ccccc3)CC2)cc(N2CCN(c3ccccc3)CC2)n1,x,24%
Cc1cccc(N=C2NC(=O)/C(=C/c3cn(C)c4ccccc34)S2)c1,10,-13%
CC1CCCN(Cc2cnc(Cl)s2)C1 (stereo not given),x,u
CCOCCCn1c(SCC(=O)/C(C#N)=C(\C)N)nc2ccccc2c1=O,-26,5%
CCOC(=O)N1CCN(Cc2cn3ccccc3n2)CC1,8,3%
Cn1c(=NC(=O)CS(=O)(=O)c2ccccc2)sc2cc([N+](=O)[O-])ccc21,x,u
CC(c1nc2ccccc2c(=O)[nH]1)N1CCCN(S(=O)(=O)c2ccc(F)cc2)CC1 (stereo not given),x,u

(further entries)
canonical_smiles,S3 lipid droplet cell count max,S3 lipid droplet
CCN(CC)CCNC(=O)C(C)c1nn(C)c(=O)c2ccccc12 (stereo not given),-13,-10%
COc1cccc(CN2CCCC(N3CCc4ccccc4C3)C2)c1O (stereo not given),x,u
COc1ccc(C(C)(C)C)cc1NC(=O)COC(=O)c1cnc(C)cn1,-20,-18%
Cc1ccc(S(=O)(=O)N(C)C)cc1NC(=O)[C@H](Cc1ccccc1)N1C(=O)c2ccccc2C1=O,-8,5%
COCCNC(=O)/C(C#N)=C\c1ccc(CNC(=O)C(=O)Nc2ccc(C)c(C)c2)o1,4,-11%
COc1ccc(/C=C2\SC(=S)N(NS(=O)(=O)c3ccccc3)C2=O)c(OC)c1,x,u
NC(=O)C1CCN(c2ccc(S(=O)(=O)N3CCC(Cc4ccccc4)CC3)cn2)CC1,x,u
Clc1ccc(-c2cc(CSc3ccccc3)on2)cc1,12,-4%
CCOC(=O)c1cccc(NC(=O)Cn2c(CC(=O)NC)nc3ccccc32)c1,x,u
Cn1cc(CN2CCCCC2CO)c(-c2ccc(Oc3ccccc3)cc2)n1 (stereo not given),-4,17%

(list continues)
canonical_smiles,S3 lipid droplet cell count max,S3 lipid droplet
CCOC(=O)c1csc(NC(=O)CSc2nnc(C3CC3)n2C)n1,23,i
CC1Cc2ccccc2N1C(=O)CSc1nnc(CSc2ncccn2)n1C (stereo not given),2,21%
O=S(=O)(c1cccs1)N1CCN(C/C=C/c2ccccc2)CC1,x,u
CC(C(=O)Nc1ccc(C(N)=O)cc1)N1C(=O)c2ccccc2S1(=O)=O (stereo not given),x,-12%[0.0737 µM]
COc1ccc(/C(O)=C2/C(=O)C(=O)N(CCCN3CCOCC3)C2c2ccc(C)cc2)cc1 (stereo not given),-9,i
CCOc1ccc(NC(=O)CN2C(=O)NC(C)(c3ccc(OC(F)F)cc3)C2=O)cc1 (stereo not given),x,u
COC(=O)CSc1nccc(C)n1,x,u
CCCCNC(=O)C1CCN(S(=O)(=O)c2cnc[nH]2)CC1,-1.8*,18µM*
C=CCNC(=O)/C(=C\C=C\c1ccccc1)NC(=O)c1ccccc1Cl,x,u
NC(=O)c1ccc(-c2nnc(Nc3ccc(S(N)(=O)=O)cc3)c3ccccc23)cc1,x,u

Later entries.
canonical_smiles,S3 lipid droplet cell count max,S3 lipid droplet
CCOC(=O)c1c(NC(=O)C2CC2)sc2c1CC(C)(C)OC2,1,-4%
CC(=O)c1cccc(NC(=O)c2ccc(-c3ccccc3[N+](=O)[O-])o2)c1,x,u
CCN(CC)S(=O)(=O)c1cc(NC(=O)COC(=O)C2CCC2)ccc1C,x,u
CCN(CC(=O)Nc1c(F)cccc1F)C(=O)CCN1C(=O)C2CCCCC2C1=O (stereo not given),x,u
COc1cccc(OCCCCN2CC(C)OC(C)C2)c1 (stereo not given),x,u
CCN(CC)CC(=O)Nc1ccc2c(c1)Nc1ccccc1CC2,12,i
CCOc1cccc2sc(N(CCN(C)C)C(=O)/C=C/c3cccs3)nc12,15,i
COc1cc(C(=O)NCC(=O)N2CC=C(c3ccccc3)CC2)cc(OC)c1OC,x,i
N#Cc1c(-c2ccco2)nc(SCc2ccc(F)cc2)[nH]c1=O,x,i
Cc1ccc(-c2cc(N)n3nc(-c4ccc(C)cc4)cc3n2)cc1,x,u

New compounds follow.
canonical_smiles,S3 lipid droplet cell count max,S3 lipid droplet
COc1ccc(CNC(=O)C2CC(C)=C(C)CC2C(=O)O)cc1OC (stereo not given),x,u
O=C(O)c1ccn(COc2ccc(Br)cc2)n1,-5,-1%
Cc1ccc(CNC(=O)C(=O)NCC2OCCN2S(=O)(=O)c2cccs2)cc1 (stereo not given),5,8%
CC(C)C(NC(=O)c1ccc(C(C)(C)C)cc1)C(=O)NCc1ccccn1 (stereo not given),x,u
Cn1c(SCc2nc3ccccc3n2CCO)nc2ccccc21,x,u
O=C(C1=C(O)C(=O)N(Cc2ccco2)C1c1cccs1)c1cccs1 (stereo not given),x,-30%
COc1ccc([C@H]2CC(=O)C=C(c3ccc4c(c3)OCCO4)C2)cc1,x,u
CN(c1ccccc1)S(=O)(=O)c1ccc(Cl)c(C(=O)OCC(=O)NC2CCS(=O)(=O)C2)c1 (stereo not given),-4,1%[9.22 µM]
N#CC1=C2SCN(c3ccc(F)cc3)CN2C(=O)CC1c1cccc(F)c1 (stereo not given),8,5%
Cn1c(SCC(=O)N/N=C/C=C\c2ccco2)nc2ccccc21,x,u

Next entries
canonical_smiles,S3 lipid droplet cell count max,S3 lipid droplet
CCCCCn1c(=O)[nH]c2cc(C(=O)N3CCN(Cc4ccc5c(c4)OCO5)CC3)ccc2c1=O,x,u
O=c1[nH]c(/C=C/c2ccccc2Cl)nc2ccccc12,x,u
Cc1cc(C(=O)N2CCN(Cc3ccccc3)CC2)on1,x,u
Cc1cccc(-c2nc(Nc3cccc(O)c3)c3ccccc3n2)c1,x,u
O=C(NCc1ccc2c(c1)OCO2)c1sccc1Br,14,10%
COCC(=O)Nc1nnc(SCC(=O)N2CCCCC2)s1,-9,i
OC1(C#CCCN2CCCCC2)c2ccccc2-c2ccccc21,x,u
CCNC(=S)N/N=C/c1ccc(OCc2ccc(C(=O)OC)cc2)cc1,x,u
Cc1nc(SC2C=CS(=O)(=O)C2)n[nH]1 (stereo not given),x,u
Fc1ccccc1CSc1nnc(-c2cnccn2)n1Cc1ccco1,-3,0%

Remaining list, next part:
canonical_smiles,S3 lipid droplet cell count max,S3 lipid droplet
COc1ccc(/C=C(\NC(=O)c2ccc(OC)c(OC)c2)C(=O)NCCc2c[nH]c3ccccc23)cc1,-11,-19%
CCOc1ccc2cc(C#N)c(SCC(=O)NC(C)CC)nc2c1 (stereo not given),x,u
CC(C)c1ccc(Nc2c([N+](=O)[O-])c(=O)n(C)c3ccccc23)cc1,12,0%
CCC(C)[C@H](NC(=O)N1CCC(C)CC1)C(=O)OC (stereo not given in full),x,2%
c1cc2c(cc1C1=NNC(=NC3CC3)SC1)OCCO2,x,u
CC(CCc1ccccc1)NC(=O)CSc1cccc[n+]1[O-] (stereo not given),x,u
O=C(OCc1cn(-c2ccc(Cl)cc2)nn1)c1ccccc1,x,u
CC1CCCCN1C(=O)CCc1nnc(Cc2c[nH]c3ccccc23)o1 (stereo not given),11,16%

Part of the list above in a different format.
Values run as follows: S3 lipid droplet cell count max | S3 lipid droplet
> CCOC(=O)N1CCN(Cc2cn3ccccc3n2)CC1
 : 8 | 3%
> Cn1c(=NC(=O)CS(=O)(=O)c2ccccc2)sc2cc([N+](=O)[O-])ccc21
 : x | u
> CC(c1nc2ccccc2c(=O)[nH]1)N1CCCN(S(=O)(=O)c2ccc(F)cc2)CC1 (stereo not given)
 : x | u

Compound activity as filed in PubChem BioAssay.
